# RTF Ca sens act = cardiac RTF calcium sensitization; activation, % at 7.2 µM; IANBD-labeled TnC RTF fluorescence at EC20 calcium; 0% EC20 calcium, 100% full calcium; hit rate 0.24% among 340,000; AID 493008;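 active means activation above the mean over all tested compounds plus 3 SD, cut at about 30% in these data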;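 further: rise in fluorescence read as greater calcium sensitivity of cardiac thin filaments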
# V-ATPase pHluor = alters yeast V-ATPase proton transport; S. cerevisiae, pHLuorin cytosolic pH fluorescence; response, % at 10 µM; hit rate 0.37% among 350,000; AID 504577; in the data active means response mostly above about 7.3%, no sharp cut-off; inactive means mostly below about 5.4%; further: actives read high; inactives centre near 0; some compounds called inactive have numbers as strong as hits; reference of the scale not given here
# CAL PDZ FP = blocks peptide binding to the human CAL PDZ domain; Q9HD26; purified CAL PDZ, TMR-peptide fluorescence polarization, 1 h; inhibition, % at 24.9 µM; hit rate 0.92% among 300,000; AID 602252;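 active means mean inhibition of at least 30% with at least half of replicates also reaching 30%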;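 further: 0% = DMSO neutral control and 100% = excess unlabeled competitor peptide PRC23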
# RTF Ca sens inh = cardiac RTF calcium desensitization. IANBD-labeled cardiac RTF, Ca2+ fluorescence. inhibition, % at 7.15 µM. hit rate 0.12% among 340,000;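 active means inhibition above the mean inhibition of all tested compounds plus 3 SD, cut at about 17% in these data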;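 further: assay run at fixed EC70 calcium of 1.6 mM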
# HTR5A inv ctr = inverse agonist of human HTR5A in OPRM1-OPRD1 counter-screen. HTR5A cell line, luminescence, inverse agonism. P47898. inhibition, % at 9.3 µM. hit rate 0.083% among 340,000; in the data active means inhibition mostly above about 23%, no sharp cut-off; inactive means mostly below about 18%;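 further: 0% = cells with DMSO and 100% = no-cell wells with DMSO; some compounds called inactive have numbers as strong as hits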
# Keap1-Nrf2 PPI = disrupts human Keap1 binding to Nrf2 peptide | Q14145 | Keap1 Kelch-Nrf2 peptide fluorescence polarization, 1536-well | inhibition, % at 9.4 µM | hit rate 0.15% among 340,000 | AID 504523; in the data active means inhibition above about 12%;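 further: human Keap1 Kelch domain with fluorescein labeled Nrf2 9mer peptide probe; 0% = neutral control wells and 100% = peptide positive control; higher means more block of Keap1 binding to Nrf2 peptide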
# LANA DNA inh = inhibitors of KSHV LANA C-terminal domain DNA binding | inhibition, % at 9 µM | MBP-C-LANA/FAM-LBS DNA binding, fluorescence polarization | hit rate 0.078% among 340,000;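 active means highest replicate inhibition at or above 60% at 9 µM, even if other replicates fall short; inactive means all replicates below 60% inhibition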;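 further: 0% = neutral control wells and 100% = 4 µM acridine orange control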
# HTR5A ag = HTR5A agonism, opioid heterodimer counter-screen | P47898 | HTR5A agonist assay, luminescence, cell-based | activation, % at 9.3 µM | hit rate 0.61% among 340,000 | AID 504692; in the data active means activation mostly above about 9.5%, no sharp cut-off; inactive means mostly below about 7.6%;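 further: 0% = cells with vehicle only and 100% = reference agonist; strong numbers were not always called active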
# MOR-DOR ag = agonists of human mu-delta opioid receptor heterodimerization; P35372+P41143; cells, OPRM1-OPRD1 heterodimerization, luminescence; activation, % at 9.3 µM; hit rate 0.3% among 340,000; AID 504326; in the data active means activation above about 18%;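 further: 0% = vehicle-treated cells and 100% = reference agonist; values of inactives mirror those of a sister screen read the other way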
# Target sequence (P35372 whole entry, looked up): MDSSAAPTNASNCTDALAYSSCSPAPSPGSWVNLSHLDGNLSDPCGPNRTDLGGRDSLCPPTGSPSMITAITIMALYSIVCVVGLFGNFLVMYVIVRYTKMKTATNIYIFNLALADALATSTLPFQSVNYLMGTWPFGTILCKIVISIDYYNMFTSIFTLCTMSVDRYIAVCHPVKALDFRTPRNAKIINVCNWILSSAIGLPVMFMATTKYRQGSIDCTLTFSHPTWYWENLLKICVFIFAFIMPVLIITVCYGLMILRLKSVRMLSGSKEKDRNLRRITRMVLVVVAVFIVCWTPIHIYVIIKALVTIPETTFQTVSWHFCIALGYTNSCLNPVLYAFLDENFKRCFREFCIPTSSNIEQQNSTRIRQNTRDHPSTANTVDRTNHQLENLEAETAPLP
# Target sequence (P41143 whole entry, looked up): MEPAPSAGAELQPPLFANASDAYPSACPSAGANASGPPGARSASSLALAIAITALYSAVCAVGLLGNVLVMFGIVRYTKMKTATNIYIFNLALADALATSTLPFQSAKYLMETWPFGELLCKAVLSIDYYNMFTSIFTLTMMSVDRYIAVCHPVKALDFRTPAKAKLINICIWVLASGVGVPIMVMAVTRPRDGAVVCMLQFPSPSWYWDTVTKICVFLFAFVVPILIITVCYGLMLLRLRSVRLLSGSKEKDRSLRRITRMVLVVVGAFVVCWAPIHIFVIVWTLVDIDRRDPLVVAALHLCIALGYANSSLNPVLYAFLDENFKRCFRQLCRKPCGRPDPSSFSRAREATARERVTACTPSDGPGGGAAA
# MOR-DOR inv ag = inverse agonists of human mu-delta opioid receptor heterodimerization | P35372+P41143 | cell-based MOR-DOR heterodimer luminescence, inverse agonism | inhibition, % at 9.3 µM | hit rate 0.21% among 340,000; in the data active means inhibition above about 22%, passing the limit was not always enough;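 further: 0% = cells with DMSO and 100% = wells without cells with DMSO; values of inactives mirror those of a sister screen read the other way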
# Active calls of the source: *; · = not tested or not shown.
SMILES,RTF Ca sens act,V-ATPase pHluor,CAL PDZ FP,RTF Ca sens inh,HTR5A inv ctr,Keap1-Nrf2 PPI,LANA DNA inh,HTR5A ag,MOR-DOR ag,MOR-DOR inv ag
Cc1ccc(-c2nnn(CC(=O)N(CC(=O)NCC3CCCO3)c3ccc(F)c(Cl)c3)n2)o1 (stereo unspecified),0,1,-1,-12,-3,-3,0.9,0,-2.0,11
COC(=O)c1c(NC(NC(=O)c2ccccc2)(C(F)(F)F)C(F)(F)F)sc2c1CCN(C)C2,6,-4,-1,-11,6,-3,1.9,3,0.0,0
Cn1ncc(C#N)c1/N=C/N1CCCCC1,-2,1,-4,-3,19,-2,1.5,4,-1.8,11
O=S(=O)(c1ccc(OCC(O)CN2CCc3ccccc3C2)cc1)N1CCOCC1 (stereo unspecified),-1,-6,-4,1,-11,-3,-1.0,2,-2.4,14
O=C(CCN1CCN(Cc2ccccc2)CC1)NNC(=O)Nc1cccc(C(F)(F)F)c1,-1,-3,·,-1,2,-1,-0.6,-1,2.5,-10
COc1ccc(CC(=O)OCC(=O)NNC(=O)c2ccccc2)cc1,0,-1,·,-12,-8,-5,0.4,-2,-1.6,6
O=C(COC(=O)/C=C/c1ccc(OC(F)F)cc1)Nc1ccc(N2CCOCC2)cc1,-20,0,-5,-9,8,-5,-0.6,-2,3.2,-17
O=C(O)c1cc(O)ccc1NC(=O)C1CCCO1 (stereo unspecified),-2,5,0,-6,-5,-2,0.2,0,-2.0,10
Cc1nnc(SCC(=O)N2CCN(c3ccccc3F)CC2)n1C1CC1,7,-2,-7,-14,-4,1,-1.2,2,-1.9,13
CCN1CCN(C(=O)c2ccc3nc(-c4ccccc4)c(-c4ccccc4)nc3c2)CC1,2,-6,·,-4,-20,4,-0.7,8,-1.8,7
C=CC[C@H](CC(=O)N(CCO)Cc1ccccc1)C(=O)N[C@H](COC(=O)[C@@H](CC=C)CC(=O)OC(C)(C)C)Cc1c[nH]c2ccccc12,-4,4,-3,-13,1,-1,2.2,5,-2.1,10
CSc1cc(-c2ccccc2)n(Cc2c(Cl)cccc2Cl)c(=O)c1C#N,-4,-5,-5,0,0,-5,-0.8,0,-2.5,13
Cn1nnnc1N=N/C(=N/Nc1ccccc1)c1ccccc1,1,1,·,3,15,-1,-0.3,-1,-0.2,1
COc1cccc(/C=C2\Oc3ccc(O)cc3C2=O)c1O,0,-1,-4,-12,-4,-5,0.1,1,-0.4,2
COc1ccc2c(c1)CCc1c-2n[nH]c1C(=O)NCCC(C)C,-5,-1,-4,1,-11,-6,-0.7,3,-0.9,4
CC1CCC2(CC1)C(Nc1cccc(Cl)c1)=NC(=S)N2CC#N (stereo unspecified),-1,-1,-7,-2,-4,-3,-1.0,1,1.4,-9
CCC(=O)N1CCc2cc(S(=O)(=O)CCC(=O)NCc3ccc4c(c3)OCO4)ccc21,1,-4,6,-1,-5,0,-0.4,0,-1.8,10
CN1CCN(Cc2nc3cc(NC(=O)COc4ccc([N+](=O)[O-])cc4)ccc3n2C)CC1,-2,1,·,-3,-25,-1,-0.6,2,-0.7,4
CN(Cc1ccccc1)C(=O)c1cccc(NC(=O)Cc2ccc(NC(=O)C3CCN(S(=O)(=O)c4cccc([N+](=O)[O-])c4)CC3)cc2)c1,-3,3,-5,-8,-7,-2,0.3,2,2.7,-13
COc1ccc(Cn2c(=O)[nH]c3cc(OC)c(OC)cc3c2=O)cc1,-1,0,·,1,8,-5,-0.8,4,0.3,-2
O=C(COC(=O)c1cc(S(=O)(=O)N2CCCC2)ccc1O)Nc1ccccc1Br,-7,3,7,-2,2,-1,0.0,-1,-4.2,17
COc1ccc(CNC(=O)CSC(=S)N2CCCC2)cc1,-3,0,4,7,4,-2,0.1,-1,0.9,-6
CCOC(=O)CSC1=C(C#N)C(c2ccccc2OCC)C(C(=O)OCC)C(=O)N1 (stereo unspecified),5,2,-4,1,-20,-4,-0.3,0,-0.5,3
O=C(O)CN(c1ccc2c(c1)OCCO2)S(=O)(=O)c1ccccc1,-8,2,-5,-7,-9,1,-1.6,2,-1.5,6
CC1(C)OC(=O)C(C(c2ccccc2)C(C#N)C(N)=O)=C(O)O1 (stereo unspecified),-2,3,0,-2,0,-2,0.2,0,-3.5,18
COc1ccccc1C(=O)N(Cc1ccccc1)c1ccc(C)cc1,0,3,-2,-2,5,-5,1.8,-1,1.0,-3
Cc1ccc2nc(Cl)c(/C=N/n3c(C)nnc3C)cc2c1,-3,4,7,9,-9,-6,-0.1,3,0.1,-1
C=C(C)Cn1c(COc2ccccc2)nnc1SCC(=O)O,0,1,0,-25,-9,2,0.2,3,-3.0,17
COc1ccc(/C=N/NC(=O)C(C)n2cnc3ccccc3c2=O)cc1 (stereo unspecified),-5,0,-2,-41,-41,-1,-0.5,-1,-3.4,18
O=c1c(-c2ccccc2)coc2cc(O)ccc12,8,2,-2,-14,8,2,-2.1,4,1.3,-6
Cc1cccc(C(=O)Nc2ccc(NC(=O)CN3CCOCC3)cc2)c1,-4,-33,-4,-4,-3,-3,1.3,1,-2.6,14
CN(C)C(=O)c1cc(F)ccc1Sc1cc(Cl)ccc1Cl,-3,0,-5,-5,-21,-4,-1.1,8,-2.6,11
COc1cccc(NC(=O)Nc2cc(C(=O)O)ccc2C)c1,7,-2,-5,-7,-7,-5,0.7,3,-2.4,13
CCOC(=O)N1CCN(CC(=O)Nc2ccc(OC)cc2)CC1,-6,2,-2,-5,-4,3,0.7,9,-2.0,13
COc1ccc(S(=O)(=O)N(CC(=O)N2CCOCC2)Cc2ccccc2)cc1C,0,-2,1,-4,-24,-3,1.2,-5,-0.9,5
CCOC(=O)c1ccc(NC(=S)N2CCN(C(=O)C3CCCO3)CC2)cc1 (stereo unspecified),-1,-3,1,-7,5,-1,-1.0,0,-2.3,12

# Single entries from the list:
# RTF Ca sens inh with COc1ccc(/C=N/NC(=O)C(C)n2cnc3ccccc3c2=O)cc1 (stereo unspecified) → -41
# HTR5A ag with COc1ccc(S(=O)(=O)N(CC(=O)N2CCOCC2)Cc2ccccc2)cc1C → -5

# Carrying on.
SMILES,RTF Ca sens act,V-ATPase pHluor,CAL PDZ FP,RTF Ca sens inh,HTR5A inv ctr,Keap1-Nrf2 PPI,LANA DNA inh,HTR5A ag,MOR-DOR ag,MOR-DOR inv ag
Cc1ccc(S(=O)(=O)N2CCCC2C(=O)NC2=NCCS2)cc1 (stereo unspecified),2,0,0,-5,-12,-4,0.4,4,-2.8,16
COc1ccc(-n2c(COc3ccc(C)cc3)nnc2SCC(=O)O)cc1,7,-2,3,-1,9,1,0.1,-3,-4.0,18
CC(Oc1ccc(-n2cnnn2)cc1)C(=O)O (stereo unspecified),-1,2,-1,-5,0,2,1.8,-2,-3.6,17
Cn1c(-c2cccc(Br)c2)n[nH]c1=O,·,-4,7,·,·,-3,1.7,·,·,·
O=C(O)c1ccc(CNC(=O)c2ccc3c(c2)C(=O)N(Cc2cccnc2)C3=O)cc1,-3,-3,·,-8,-4,2,1.2,2,-3.7,19
Cc1[nH]c(=O)c(C#N)c2c1CSC(C)(C)C2,4,-5,·,-4,-5,-3,-0.4,3,-1.1,6
O=C1CCCN1c1ccc(S(=O)(=O)NCCOc2ccccc2)cc1,-14,-2,-5,-6,-22,-2,-4.4,2,0.7,-4
COc1cc2sc3ccc(C#CC4(O)CCCCC4)cc3c(=O)c2cc1OC,12,-3,-1,-3,-38,-3,-3.2,15,2.1,-11
Cc1ccc2nc(N3C(=O)C(O)=C(C(=O)c4ccco4)C3c3cccs3)sc2c1 (stereo unspecified),4,-3,-16,-12,13,-1,0.5,-5,0.4,-3
O=C(O)C/C(=C\c1cc(Br)cs1)c1nc2ccccc2o1,-3,4,-1,-16,-8,-5,2.6,3,-2.0,10
O=C(Cc1ccc(Cl)cc1)Nc1nc2ccccc2[nH]1,-8,3,-2,0,-23,1,3.6,2,1.5,-9
COc1ccccc1-c1n[nH]c(=S)o1,1,3,-3,1,0,1,1.3,-3,-1.5,9
O=C(O)c1ccc(OCCn2ccnc2)cc1,7,0,0,-7,1,-5,-0.5,-2,-1.7,10
O=C1c2cc(Cl)ccc2OC2(CCNCC2)C12CC(c1ccccc1)=NO2 (stereo unspecified),5,-4,3,1,11,-3,-1.1,-4,6.1,-33
COc1ccc([N+](=O)[O-])cc1NC(=O)C1CCCO1 (stereo unspecified),-2,-2,-2,-10,-8,-5,-1.0,-2,-3.3,17
CCN(CC)C(=O)CCc1nnc(Cc2cccc(C(F)(F)F)c2)o1,-2,1,-1,0,0,-4,-0.1,0,-1.9,9
CCCCC1CCC(C(=O)N(C)CC(=O)Nc2cccc(OC)c2)CC1 (stereo unspecified),2,2,1,0,4,3,-0.4,-2,-0.6,2
Cc1ccc(S(=O)(=O)N2CCOCC2)cc1C(=O)NCCN1C(=O)S/C(=C\c2ccccc2Cl)C1=O,-1,0,-2,-9,-4,3,-0.5,-1,-1.6,9
COc1ccc(C(=O)Nc2cccnc2)cc1,5,-3,0,0,-15,-6,0.6,7,2.7,-16
O=C(Cn1nnc2ccccc21)c1ccc(Br)cc1,0,-5,1,-10,13,0,-1.1,-5,-0.5,3
O=C(CCn1c(=S)[nH]c2ccccc2c1=O)NCCCN1CCOCC1,-1,-2,-3,-2,-8,0,-0.9,3,-0.7,3
CNCCC1Sc2ccccc2Oc2ccccc21 (stereo unspecified),12,0,1,-7,2,-5,0.4,3,-0.5,3
O=C(O)c1cc(-c2ccc(Cl)s2)[nH]n1,-2,1,-1,-6,1,3,1.1,1,-0.8,4
COCCN(CC(=O)Nc1cccc(C)c1C)C(=O)C1(c2ccccc2)CC1,-2,11,·,-6,0,-2,1.1,0,-3.0,13

# Sorted by the number under Keap1-Nrf2 PPI (largest number first): three from the list above.
Compound	Keap1-Nrf2 PPI
O=C(O)c1ccc(CNC(=O)c2ccc3c(c2)C(=O)N(Cc2cccnc2)C3=O)cc1	2
Cn1ncc(C#N)c1/N=C/N1CCCCC1	-2
COc1ccc(S(=O)(=O)N(CC(=O)N2CCOCC2)Cc2ccccc2)cc1C	-3

# (further entries)
SMILES,RTF Ca sens act,V-ATPase pHluor,CAL PDZ FP,RTF Ca sens inh,HTR5A inv ctr,Keap1-Nrf2 PPI,LANA DNA inh,HTR5A ag,MOR-DOR ag,MOR-DOR inv ag
N#CCOC(=O)C1c2ccccc2Oc2ccccc21,6,-2,-3,8,-15,1,0.4,6,-0.6,4
CN(CC(=O)NC(=O)NC(C)(C)C)CC(=O)Nc1ccccc1Cl,0,-1,-2,4,-5,0,1.1,2,-1.7,9
CCc1ccccc1N(C(C)=O)c1nc(CN=C=S)cs1,-1,-1,1,6,2,0,1.9,-1,-1.6,8
CCN(CC)CCN(Cc1cc2cc3c(cc2[nH]c1=O)OCO3)C(=S)NCC(C)C,3,0,-4,-1,-2,0,0.2,0,-2.1,10
Cc1ccc(Cl)cc1NS(=O)(=O)c1ccccc1,-3,2,·,6,12,-6,-0.9,-3,1.3,-7
CC(C)CNC(=O)c1ccccc1NC(=O)c1ccccc1N(C)S(C)(=O)=O,7,0,0,-1,5,-2,0.0,2,-1.9,10

# Bioassay records: PubChem BioAssay, several laboratories

# Outcome played no part in choosing rows. Share with any hit: about 2.8%.
